# Screening data deposited in PubChem BioAssay by several laboratories.
# MITF TRPM1 HTS – activators of MITF-driven TRPM1 promoter activity in SK-MEL-5 cells | 300,000 tested, 0.75% active | SK-MEL-5 TRPM1-promoter luciferase, 24 h; % of positive control, neutral wells = 0 | activation, % at 12.5 µM;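 active means mean activation of at least 80% with every replicate also reaching 80%; inconclusive means mean reaches 80% but some replicate falls short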;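 further: 0% = neutral control wells and 100% = parthenolide positive control wells; values of inactives mirror those of a sister screen read the other way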
# SR-BI uptake up – SR-BI HDL lipid transfer activation | 320,000 tested, 0.096% active | CHO ldlA[mSR-BI] cells, DiI-HDL uptake fluorescence, 3 h; 100 = double the neutral-control signal | activation, % at 12.5 µM | AID 504775;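 active means mean replicate activation of at least 60% and every replicate at or above 60%; inconclusive means mean or all-replicate condition met, but not both; inactive means mean below 60% and not all replicates reaching 60%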;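 further: 0% = median plate neutral-control signal and 100% = twice that signal; values of inactives mirror those of a sister screen read the other way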
#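 Assay system: LDL receptor-deficient CHO ldlA cells overexpressing murine SR-BI / Medium: BSA-supplemented, HEPES-buffered Ham's F12, pH 7.4 / Probe or stimulus: DiI-labelled HDL at 10 µg/mL final / Timing: compound with DiI-HDL co-incubation, 3 h at 37 °C / Technique: bottom-read cell fluorescence after medium removal, ex 550/em 595 nm / Measure: HDL uptake via cellular fluorescence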
# E coli growth – counter-screen for AddAB inhibitors: E. coli growth inhibition; E. coli V3065 growth, OD600 absorbance, 18 h; inhibition, % at 11.9 µM; 330,000 tested, 0.27% active;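 active means inhibition above the campaign's mean inhibition across all tested compounds plus 3 SD, cut at about 9.9% in these data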;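 further: uninfected addAB+ strain grown without phage in ampicillin broth; 0% = DMSO wells and 100% = ciprofloxacin 0.95 µg/ml wells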
# Wnt bcat act – activates Wnt/beta-catenin signaling in a reporter cell assay; 300,000 tested, 1.2% active; activator, plate reader; AID 743398; activation, % at 9.35 µM; in the data active means activation above about 30%, passing the limit was not always enough; inconclusive means no clear call, values can overlap the other calls;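 further: 0% = neutral control wells and 100% = positive control wells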
# Tat export inh – E. coli Tat transport inhibition; E. coli MC4100 TorA-mCherry Tat export, fluorescence; inhibition, % at 10 µM; 340,000 tested, 0.036% active; AID 488895;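 active means mean replicate inhibition at least 50% and at least half of replicates individually reaching 50%; inconclusive means only one of the two criteria met; inactive means neither criterion met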;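 further: exported cargo escapes ClpAP degradation while cytoplasmic cargo is degraded and loses fluorescence; 0% = median of neutral control wells and 100% = median of NaSCN control wells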
# phage Ecoli inh – E. coli growth loss with phage present; inhibition, % at 11.9 µM; 360,000 tested, 0.26% active; growth absorbance; in the data active means inhibition above about 11%
# CAL PDZ FP-1 – inhibitors of human CAL PDZ peptide binding; purified CAL PDZ, TMR-peptide fluorescence polarization, 1 h; 300,000 tested, 0.92% active; AID 602252; inhibition, % at 24.9 µM;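 active means mean inhibition of at least 30% with at least half of replicates also reaching 30%; inconclusive means no clear call, values can overlap the other calls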;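 further: 0% = DMSO neutral control and 100% = excess unlabeled competitor peptide PRC23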
# SR-BI HDL uptake – mouse SR-BI HDL lipid transfer inhibition. Q61009. ldlA[mSR-BI] CHO cells, DiI-HDL uptake fluorescence, 3 h. inhibition, % at 12.5 µM. 320,000 tested, 0.96% active;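 active means mean replicate inhibition of at least 70% and a set share of replicates each scoring 70 or more; inconclusive means meets just one of the two criteria; inactive means fails both criteria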;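 further: 0% = median of neutral control wells and 100% = median of positive control wells; values of inactives mirror those of a sister screen read the other way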
# Target sequence (Q61009 whole entry, looked up): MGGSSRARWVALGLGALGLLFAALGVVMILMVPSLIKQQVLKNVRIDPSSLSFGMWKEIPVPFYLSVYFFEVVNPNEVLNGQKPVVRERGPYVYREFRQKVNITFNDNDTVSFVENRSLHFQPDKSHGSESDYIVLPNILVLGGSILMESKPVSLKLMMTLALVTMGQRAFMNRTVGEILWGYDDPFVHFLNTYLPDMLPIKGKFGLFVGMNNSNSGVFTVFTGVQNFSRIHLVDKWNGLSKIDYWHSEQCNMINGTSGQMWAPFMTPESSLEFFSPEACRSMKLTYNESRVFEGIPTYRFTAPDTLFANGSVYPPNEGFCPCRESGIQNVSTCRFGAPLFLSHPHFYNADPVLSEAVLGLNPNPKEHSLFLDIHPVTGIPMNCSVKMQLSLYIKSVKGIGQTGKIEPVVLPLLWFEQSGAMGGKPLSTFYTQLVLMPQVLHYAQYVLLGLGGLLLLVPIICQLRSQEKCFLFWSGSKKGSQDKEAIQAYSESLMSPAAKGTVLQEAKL
# AddAB inh – less growth of phage-infected E. coli with AddAB; E. coli expressing H. pylori AddAB, absorbance growth; inhibition, % at 11.9 µM; 330,000 tested, 0.29% active; in the data active means inhibition above about 12%;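 further: 0% = vehicle wells of infected cells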
# CAL PDZ FP-2 – inhibitors of human CAL PDZ peptide binding. inhibition, % at 20 µM. Q9HD26. purified CAL PDZ, TMR-peptide fluorescence polarization, 1 h. 330,000 tested, 0.02% active. AID 504414;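 active means highest replicate inhibition of at least 40%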;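 further: plate controls were DMSO neutral control wells for no effect and unlabeled competitor peptide control wells for full effect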
#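 material = purified tagged CAL PDZ domain construct (CerCALP) | compound dosing = 20 µM, one dose | times = 1 h at RT | measured by = fluorescence polarization from S- and P-plane intensities, G-factor corrected | read-out = inhibition from polarization loss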
# An asterisk follows results filed as active; ? = inconclusive; . = not tested or not shown.
SMILES,MITF TRPM1 HTS,SR-BI uptake up,E coli growth,Wnt bcat act,Tat export inh,phage Ecoli inh,CAL PDZ FP-1,SR-BI HDL uptake,AddAB inh,CAL PDZ FP-2
COc1ccccc1NC(=O)C1=C(C)Nc2ncnn2C1c1ccc(C)o1 (stereo not drawn),-2,-7,0.8,-3,?,0.6,3,7,-0.5,-1.3
COc1ccc(N2CCN(C(CNS(=O)(=O)c3ccccc3)c3ccccc3)CC2)cc1 (stereo not drawn),1,5,1.4,2,4,-0.3,-2,-5,0.5,-2.1
Cn1c(=O)c(C(=O)NCc2ccccc2)c(O)c2ccccc21,.,0,1.5,2,-6,-0.4,-3,0,-1.3,-0.2
O=C(NC(=S)Nc1ncc(Br)cc1Br)c1ccccc1,36,-2,0.4,12,10,0.3,-6,2,0.9,-0.8
CCOC(=O)CNC(=S)N(Cc1ccccc1)Cc1cccs1,1,-20,0.4,-2,3,-0.1,-3,20,0.5,0.9
Cc1cccc(NC(=O)CSc2nc3[nH]c(=O)cc(O)c3s2)c1,2,27,-1.2,1,-4,2.3,7,-27,1.6,-1.5
CC1(c2nnc(Cc3ccccc3)o2)CC(c2ccc(C#N)cc2)=NO1 (stereo not drawn),8,11,-1.6,0,4,1.0,-3,-11,4.1,-0.4
Cc1occc1C(=O)Nc1ccccc1C#N,0,17,1.6,1,-2,-0.4,1,-17,2.6,-2.5
O=C(Nc1ccccc1)OCc1cn(-c2ccc(Cl)cc2)nn1,.,13,-0.3,.,0,5.7,-5,-13,3.4,0.7
CC(CCc1ccccc1)NC(=O)COC(=O)c1ccccc1O (stereo not drawn),16,.,-0.3,2,-4,3.2,-5,.,2.1,-1.8
CCS(=O)(=O)C1=NSC2=NC(=O)/C(=C\c3ccc(OC(=O)c4ccco4)cc3)C(=N)N21,-3,-12,1.0,-1,5,0.6,-5,12,3.1,-2.0
Cc1ccc(-n2ccnc2SCC(=O)c2c(N)n(C3CC3)c(=O)[nH]c2=O)cc1C,1,6,2.3,-2,-2,-0.5,.,-6,0.4,-0.6
Cc1ccc(CNC(=O)CCS(=O)(=O)Cc2ccc(C)cc2)cc1,-4,1,0.0,-3,18,1.0,0,-1,0.8,-3.0
CCOC(=O)N1CCN(S(=O)(=O)c2cc(Cl)ccc2Cl)CC1,.,-35,0.5,-2,3,3.7,-6,35,1.1,-1.4
O=C(O)CC1(CC(=O)Nc2ccccc2Br)CCCC1,6,12,2.7,0,-8,3.6,-6,-12,0.8,1.4
COc1ccc(OCC(=O)N2N=C(C)CC2(O)C(F)(F)F)cc1 (stereo not drawn),7,14,0.8,0,-3,0.8,1,-14,0.9,-0.5
CN(CCC1CCOCC1)Cc1cn[nH]c1-c1ccc(-c2ccccc2)cc1,25,.,0.6,23,-5,1.5,1,.,-0.9,-2.8
CCC(=O)N1CCc2cc(OC)c(OC)cc2C1COc1ccc(OC)cc1 (stereo not drawn),9,13,-1.7,-2,6,-0.4,-12,-13,4.0,0.2
Cc1cccc(C)c1NC(=O)CN(C)CC(=O)Nc1ccccc1Oc1ccccc1,7,23,-2.3,-5,-3,4.1,4,-23,-0.6,-1.4
Cc1ccc(CNC(=O)C2CCCN(S(=O)(=O)c3c(C)n[nH]c3C)C2)cc1 (stereo not drawn),-8,1,3.6,-3,5,2.5,-4,-1,3.3,-1.6
CC1CC1C(=O)N1CCN(S(=O)(=O)c2cc(C(F)(F)F)cc(C(F)(F)F)c2)CC1 (stereo not drawn),-3,-6,0.3,1,-3,-0.2,76*,6,0.8,-0.1
Cc1ccc(-c2nc3sc4c(c3c(=O)n2N)CC(C)(C)OC4)cc1,.,9,-2.0,0,-1,1.0,-6,-9,1.3,-1.1
COc1ccccc1NC(=O)C1=C(C)NC2=C(C(=O)CC(c3ccc(OC)c(OC)c3)C2)C1c1coc2ccccc2c1=O (stereo not drawn),-15,-28,1.9,.,4,1.6,-5,28,4.5,-2.4
Cc1ccc(NC(=O)/C=C/c2cccs2)c([N+](=O)[O-])c1,.,-1,-0.6,30,3,2.0,-4,1,0.0,0.7
CCc1cccc(CN2CCC(CNC(=O)Nc3ccc(Cl)cc3)CC2)c1,4,.,-0.9,1,3,0.5,-1,.,0.9,-0.9
COc1ccc2nc(N(CCN(C)C)C(=O)c3ccc4c(c3)OCCO4)sc2c1,-3,-33,1.8,0,4,2.5,-10,33,0.9,-3.8
CCOc1ccc2[nH]c(=O)c(C(c3nnnn3Cc3ccco3)N3CCCC(C)C3)cc2c1 (stereo not drawn),-1,.,-3.4,-2,-5,-1.0,9,.,-1.4,-2.1
CCC(=O)OC1(C)C(=O)C2=COC(c3ccc(OC)cc3)=CC2=C(Br)C1=O (stereo not drawn),21,7,2.2,3,3,-2.1,2,-7,3.4,9.0
CCn1c2ccccc2c2cc(NC(=O)c3ccco3)ccc21,29,-82,3.2,-1,4,5.7,-2,82*,2.1,-1.4
CCOC(=O)c1cnc(-n2cc(C)cn2)nc1Nc1ccccc1OC,.,-52,-0.7,.,5,0.4,-4,52,1.6,-3.3
COCCSc1nc(N)c(NC(=O)c2ccco2)c(=O)[nH]1,3,46,-0.5,0,-3,1.9,-2,-46,2.1,-1.4
COc1ccccc1NC(=O)CCn1c(=O)sc2ccccc21,17,-31,-2.2,-3,-4,3.0,-8,31,2.5,-1.0
Cc1cc(C)cc(N2C(=O)CC(Sc3nnnn3-c3ccccc3)C2=O)c1 (stereo not drawn),-12,-2,1.4,-13,2,1.2,-7,2,0.8,-3.3
CC(C)Cn1cc(C(=O)NCCCN2CCC(C)CC2)c2c3ccccc3n(C)c2c1=O,9,.,-1.3,-3,-3,1.2,0,.,-2.0,-1.3
CCN(CC(=O)NCc1ccc(Cl)cc1)C(=O)CCC(=O)c1ccc(C)cc1,6,-32,-0.3,1,0,0.1,-10,32,1.6,-1.5
CCN(CC)S(=O)(=O)c1ccc(/C=C/C(=O)Nc2ccc(F)cc2F)cc1,4,-53,1.6,.,-5,5.6,-6,53,-1.9,-3.0
Cc1ccc(C(=O)c2cccc(N)c2)cc1C,-64,16,4.3,-5,8,2.0,0,-16,3.7,-1.8
Cc1[nH]c2ccccc2c1C(=O)CN1CCN(C/C=C/c2ccccc2)CC1,-11,-33,-1.2,-2,6,3.3,2,33,0.2,.
CC(C)=N/N=C1\NC(=O)C(C)S1 (stereo not drawn),.,12,2.4,3,1,4.2,-4,-12,4.6,-0.4
COCCN(C(=O)CSc1n[nH]c(-c2ccccc2)n1)c1c(N)n(CC(C)C)c(=O)[nH]c1=O,3,25,3.8,-4,-4,2.9,0,-25,1.6,-0.9
Cc1ccc2nc(NCc3ccco3)c(C=NCc3ccco3)c(=O)n2c1,-4,7,-3.2,-4,3,5.1,0,-7,-2.4,-2.1
CCOc1cc(CN2CCC(n3nccc3NC(=O)C3CC3)CC2)ccc1O,4,7,-1.4,1,-3,0.3,.,-7,1.9,0.1
COc1ccc(/C=N\NC(=O)c2c(C)nc3ccc(Br)cn23)cc1,-20,-19,-2.2,-6,10,1.4,-1,19,2.6,-3.1
Cc1[nH]c2ccc(-c3nnc(SCC(=O)c4ccccc4F)o3)cc2c1C,25,-35,-2.2,-1,5,-0.1,-1,35,-0.2,-0.6
Cc1ccc(NC(=O)c2ccccc2)cc1OC(=O)c1ccccc1,47,-21,1.4,-1,-12,3.4,-3,21,0.6,-0.6
Cc1ccc(N(CC(=O)NC2CCCCC2)C(=O)CNC(=O)c2ccco2)cc1F,5,1,-2.8,4,1,1.7,-7,-1,2.1,-1.9
COC(=O)c1scc(C)c1NC(=O)Cc1ccccc1,6,11,0.1,4,-6,2.6,.,-11,0.4,0.0
COC(=O)c1sccc1NC(=O)CSc1cc(Cl)ccc1Cl,2,-15,4.2,.,7,-0.5,-1,15,2.7,-0.4
O=C(NCCCn1ccnc1)Nc1cccc(Cl)c1,.,23,1.4,-5,-3,4.4,-5,-23,1.1,-1.6
COc1cc(C(C[N+](=O)[O-])c2c(C)[nH]c3ccccc23)cc(OC)c1OC (stereo not drawn),-21,2,0.9,1,3,2.0,-3,-2,-0.8,0.0
COC(=O)c1cc(OCC(=O)NC2CCCc3ccccc32)cc(C(=O)OC)c1 (stereo not drawn),5,.,1.4,1,3,2.3,-2,.,-0.7,-2.9
Cc1cccc(NC(=O)c2cc(N3C(=O)CCC3=O)ccc2Cl)n1,-2,9,-0.7,.,1,1.5,-2,-9,-1.1,.
CCN1C(=NCCOC)N[C@@H](c2cccs2)C(C(=O)OC)=C1C,15,5,-0.2,-1,-15,2.9,-2,-5,2.1,-1.9
O=C(c1ccccc1)N1CCN(Cc2ccccc2Br)CC1,-10,37,-1.9,-3,2,-2.0,-3,-37,1.4,-2.7
Cn1/c(=N/NC(=O)c2ccccc2F)sc2ccccc21,-15,-1,0.5,12,-3,3.4,-1,1,1.7,0.0
COc1ccc(NC(=O)C(NS(=O)(=O)c2ccc3c(c2)CCCN3C(C)=O)C(C)C)c(OC)c1 (stereo not drawn),.,-23,3.9,-2,-2,1.1,?,23,4.2,-1.2
COC(=O)[C@H](Cc1ccccc1)NC(=O)N1CCN(c2ccccc2)CC1,-4,11,-1.2,6,-2,0.4,0,-11,-0.1,-0.5
O=C(NCC1CC1)c1onc(CSc2ccccc2)c1C(=O)NCC1CC1,-3,-7,0.2,5,5,0.6,3,7,1.1,-0.4
CC(C(=O)NC1CCCC1)N(C(=O)c1ccc(-c2ccccc2)[nH]1)c1ccccc1F (stereo not drawn),.,-14,-2.7,-2,-2,3.9,-4,14,1.3,-4.4
CC(C)(C)c1cnnn1-c1ccc(C=O)cc1,-12,-10,-4.1,.,5,3.2,4,10,1.2,-0.4

# Remaining list, next part.
SMILES,MITF TRPM1 HTS,SR-BI uptake up,E coli growth,Wnt bcat act,Tat export inh,phage Ecoli inh,CAL PDZ FP-1,SR-BI HDL uptake,AddAB inh,CAL PDZ FP-2
Cc1cccc(Cn2c(CN3CCN(Cc4ccccc4)CC3)nc3c2c(=O)[nH]c(=O)n3C)c1,-11,7,-0.9,-2,4,3.0,.,-7,1.0,-0.8
CCc1ccccc1N(CC(=O)NC1CCCCC1)C(=O)CNC(=O)c1ccco1,13,-5,-1.4,-3,-7,-0.7,-1,5,3.2,-4.4
Cc1cc(-c2ccccc2)nc(N(C)NC(=O)c2cccc(C(F)(F)F)c2)c1S(C)(=O)=O,-6,-37,-0.5,.,4,0.9,-3,37,0.7,-1.1
CCCCN1CC(=O)N2[C@@H]3c4cc(Br)ccc4OC[C@@H]3[C@H](C(=O)OCC)[C@]2(C)C1=O,4,-19,.,.,-14,.,-2,19,.,-0.5
